Growth percent in the NCI-60 one-dose screen (48 h, 10 µM unless noted): 100 = growth as untreated, 0 = no growth, -100 = all killed.
HS 578T: HS 578T breast cancer; 4.1% of 78,000 active
BT-549: BT-549 breast cancer | AID 1794793 | 4.4% of 78,000 active
SK-MEL-28: SK-MEL-28 melanoma. 4.1% of 81,000 active. AID 1794761
MALME-3M: MALME-3M melanoma. 5.8% of 78,000 active
UACC-62: UACC-62 melanoma | 5.4% of 81,000 active | AID 1794756
T-47D: T-47D breast cancer; 5% of 79,000 active; AID 1794792
SK-MEL-2: SK-MEL-2 melanoma; 4.7% of 77,000 active
UACC-257: UACC-257 melanoma; 4.4% of 78,000 active; AID 1794764
Active calls of the source: *. Rule for the calls: active = growth percent below 10; inactive = the rest. Rows were taken by chance. About 10% of those tested had a hit in this group.

`COc1ccc2[nH]cc(-c3nn4cc(-c5cccnc5)nc4s3)c2c1` gave HS 578T 96, BT-549 98, SK-MEL-28 98, MALME-3M 97, UACC-62 85, T-47D 79, SK-MEL-2 101 and UACC-257 110.
Screening CC1(C)CC[C@]2(C(=O)O)CC[C@]3(C)C(=CCC4[C@@]5(C)C[C@@H](O)[C@@H]6OC(c7ccccc7Br)OC[C@@]6(C)C5CC[C@]43C)C2C1 (some centres undefined) returned HS 578T 32, BT-549 14, SK-MEL-28 39, MALME-3M 44, UACC-62 29, T-47D 20, SK-MEL-2 -1.1* and UACC-257 18.
Cc1nn(-c2ccccc2)c(Cl)c1/C=N/NC(=O)Cn1c(=O)sc2ccccc21 was read as HS 578T 94, SK-MEL-28 117, MALME-3M 101, UACC-62 97, T-47D 97, SK-MEL-2 99 and UACC-257 97.
`Cn1ncc(CC(=O)O)c1-n1nnc2cc(Cl)ccc2c1=O` gave HS 578T 91, BT-549 102, SK-MEL-28 144, MALME-3M 94, UACC-62 95, T-47D 102, SK-MEL-2 99 and UACC-257 100.
For COc1cc(/C=N/NC(=S)NNC(=S)Nc2ccccc2)cc(OC)c1OC the results were HS 578T 102, BT-549 99, SK-MEL-28 94, MALME-3M 103, UACC-62 97, T-47D 81, SK-MEL-2 102 and UACC-257 110.
Screening CC(C)CCOc1ccc(-c2n[nH]c(C(F)(F)F)c2-c2cncc(C#N)c2)c(O)c1 returned HS 578T 18, BT-549 6.6*, SK-MEL-28 34, MALME-3M -0.8*, UACC-62 17, T-47D 2.8*, SK-MEL-2 -14* and UACC-257 -14*.
For c1ccc2c(c1)C(=NCCCN1CCCCCC1)c1cccn1-2 the results were HS 578T 87, BT-549 82, SK-MEL-28 95, MALME-3M 76, UACC-62 72, T-47D 74, SK-MEL-2 49 and UACC-257 90.
Screening CC(=O)c1ccc(NNc2ccccc2)cc1 returned HS 578T 91, BT-549 88, SK-MEL-28 102, MALME-3M 109, UACC-62 32, T-47D 78, SK-MEL-2 68 and UACC-257 72.
Screening CC1(C)NCCC[C@]2(C)[C@H]3C=CC4=C5C[C@](C)(COC(=O)CCC(=O)O)CC[C@]5(C)CC[C@@]4(C)[C@]3(C)CC[C@@H]12 returned HS 578T 47, BT-549 96, SK-MEL-28 110, MALME-3M 117, UACC-62 103, T-47D 97, SK-MEL-2 105 and UACC-257 113.
For Cc1nn(-c2ccccc2)c2nc3c(cc12)C(=O)c1ccccc1-3 the results were HS 578T 96, BT-549 95, SK-MEL-28 116, MALME-3M 117, UACC-62 102, T-47D 92, SK-MEL-2 118 and UACC-257 112.

Pulled one by one from above (two):
`COc1ccc2[nH]cc(-c3nn4cc(-c5cccnc5)nc4s3)c2c1` gave HS 578T 96, BT-549 98, SK-MEL-28 98, MALME-3M 97, UACC-62 85, T-47D 79, SK-MEL-2 101 and UACC-257 110.
Screening CC1(C)NCCC[C@]2(C)[C@H]3C=CC4=C5C[C@](C)(COC(=O)CCC(=O)O)CC[C@]5(C)CC[C@@]4(C)[C@]3(C)CC[C@@H]12 returned HS 578T 47, BT-549 96, SK-MEL-28 110, MALME-3M 117, UACC-62 103, T-47D 97, SK-MEL-2 105 and UACC-257 113.

Going on with the list:
For COc1cc(/C=C/C(=O)c2cc(-c3ccc(N(C)C)cc3)ccc2O)cc(OC)c1OC the results were HS 578T 102, BT-549 118, SK-MEL-28 115, UACC-62 74, T-47D 80, SK-MEL-2 105 and UACC-257 96.
COC(=O)[C@@H](CC(C)C)N1CC=CCN(OCc2ccccc2)S1(=O)=O was read as HS 578T 113, BT-549 114, MALME-3M 113, UACC-62 91, T-47D 100, SK-MEL-2 90 and UACC-257 93.
c1ccc(N2CCN(c3nc(-c4cccnc4)nc4sc5c(c34)CCCCCC5)CC2)cc1 was read as HS 578T 105, BT-549 111, SK-MEL-28 97, MALME-3M 126, UACC-62 95, T-47D 88, SK-MEL-2 103 and UACC-257 105.
Screening O=C(CN1CCN(c2cc(=O)n(-c3ccccc3)c3ccccc23)CC1)Nc1ccc([N+](=O)[O-])cc1 returned HS 578T 90, BT-549 94, SK-MEL-28 101, MALME-3M 84, UACC-62 63, T-47D 65, SK-MEL-2 101 and UACC-257 90.
Screening C[C@]12CC[C@@H]3c4ccc(OS(=O)(=O)O)cc4CC[C@H]3[C@@H]1CC[C@@H]2NS(=O)(=O)c1cccc(C(F)(F)F)c1 returned HS 578T 99, BT-549 94, SK-MEL-28 112, MALME-3M 98, UACC-62 111, T-47D 87 and UACC-257 106.
`CC1=C(C(=O)c2ccccc2)CC(c2ccccc2)=NN1` gave HS 578T 107, BT-549 105, SK-MEL-28 108, MALME-3M 89, UACC-62 85, T-47D 93, SK-MEL-2 100 and UACC-257 125.
Screening NC1=Nc2ccccc2N(O)N1 returned HS 578T 97, BT-549 95, SK-MEL-28 100, MALME-3M 97, UACC-62 102, T-47D 87 and SK-MEL-2 89.
[Cu+].[NH-][C@H]1C[N-]C(=O)[C@H]([C@H]2CCN=C(N)N2)[N-]C(=O)/C(=C\NC(N)=O)[N-]C(=O)[C@H](CNC(=O)C[C@@H](N)CCCN)[N-]C(=O)[C@H](CO)[N-]C1=O was read as HS 578T 97, BT-549 104, SK-MEL-28 110, MALME-3M 101, UACC-62 92, T-47D 90, SK-MEL-2 108 and UACC-257 100.
C=C[C@@H]1C[C@@H]2Cc3cc(F)ccc3N1O2 was read as HS 578T 106, BT-549 124, SK-MEL-28 115, MALME-3M 170, UACC-62 100, T-47D 111, SK-MEL-2 117 and UACC-257 94.
For COc1ccc(-c2nc3c(c(-c4ccc(Cl)cc4)nn3-c3ccccc3)c(-c3ccc(OC)cc3)c2C#N)cc1 the results were HS 578T 90, BT-549 101, SK-MEL-28 108, MALME-3M 107, UACC-62 95, T-47D 86, SK-MEL-2 99 and UACC-257 98.
`Cc1ccc(C)c(C(=O)C(C)C)c1` gave HS 578T 103, BT-549 104, SK-MEL-28 105, UACC-62 105, T-47D 131, SK-MEL-2 109 and UACC-257 102.
Screening CC(=O)Cc1ccccn1 returned HS 578T 107, BT-549 98, SK-MEL-28 106, MALME-3M 106, UACC-62 108, T-47D 108, SK-MEL-2 102 and UACC-257 103.
COc1ccccc1Cn1cc(C#N)c(N)c1C(C)=O was read as HS 578T 112, BT-549 103, SK-MEL-28 115, MALME-3M 106, UACC-62 106, T-47D 93, SK-MEL-2 105 and UACC-257 110.
Screening Nc1c(Br)cc2c(c1Br)Cc1cc(Cl)ccc1-2 returned HS 578T 92, BT-549 128, SK-MEL-28 99, MALME-3M 109, UACC-62 96, T-47D 66, SK-MEL-2 114 and UACC-257 111.
Screening COc1cc2nc(Cl)nc(Nc3cccc(C(=O)/C=C/c4ccc(F)cc4)c3)c2cc1OC returned HS 578T 101, BT-549 61, SK-MEL-28 63, MALME-3M 81, UACC-62 52, T-47D 68, SK-MEL-2 94 and UACC-257 102.
For CCCC(C)C(O)C(C)C (centres undefined) the results were HS 578T 95, BT-549 108, SK-MEL-28 109, MALME-3M 87, UACC-62 106, T-47D 88, SK-MEL-2 106 and UACC-257 104.
`CCOc1ccc(N=Nc2ccccc2)cc1` gave HS 578T 99, BT-549 103, SK-MEL-28 115, MALME-3M 91, UACC-62 100, T-47D 85 and SK-MEL-2 118.
CC(C)(CO)c1ccccc1 was read as HS 578T 104, BT-549 94, SK-MEL-28 108, MALME-3M 127, UACC-62 94, T-47D 94, SK-MEL-2 106 and UACC-257 116.
Screening CC(=O)OC[C@]12CCC(C)(C)C=C1[C@H]1CC[C@@H]3[C@@]4(C)CCCNC(C)(C)[C@@H]4CC[C@@]3(C)[C@]1(C)CC2 returned HS 578T 92, BT-549 64, SK-MEL-28 59, MALME-3M 42, UACC-62 34, T-47D 52, SK-MEL-2 91 and UACC-257 32.
For COC(=O)COC(=O)c1cc([N+](=O)[O-])cc([N+](=O)[O-])c1 the results were HS 578T 94, BT-549 106, SK-MEL-28 108, MALME-3M 111, UACC-62 99, T-47D 85, SK-MEL-2 103 and UACC-257 68.
Cc1ccc(-c2cc(C(=O)N3CCC(Cc4ccccc4)CC3)nn2-c2ccc(S(C)(=O)=O)cc2)cc1 was read as HS 578T 99, BT-549 95, SK-MEL-28 102, MALME-3M 102, UACC-62 77, T-47D 73, SK-MEL-2 104 and UACC-257 103.
For O=C(Nc1cccc2ccccc12)c1ccc(/C=C/C(=O)c2ncc[nH]2)cc1 the results were HS 578T 99, BT-549 95, SK-MEL-28 103, MALME-3M 97, UACC-62 89, T-47D 68, SK-MEL-2 91 and UACC-257 109.
CCOC(=O)C(=Cn1c(=S)[nH]c2ccc([N+](=O)[O-])cc21)C(=O)OCC was read as HS 578T 93, BT-549 115, SK-MEL-28 113, MALME-3M 100, UACC-62 99, T-47D 100, SK-MEL-2 115 and UACC-257 104.
Nc1ccc2c(O)c(N=Nc3ccc([N+](=O)[O-])cc3)c(S(=O)(=O)O)cc2c1 was read as HS 578T 95, BT-549 107, SK-MEL-28 97, MALME-3M 93, UACC-62 95, T-47D 108, SK-MEL-2 103 and UACC-257 107.
Screening O=C(c1ccc(CSc2ccc(Cl)cc2)o1)N1CCOCC1 returned HS 578T 97, BT-549 103, SK-MEL-28 110, MALME-3M 92, UACC-62 86, T-47D 92, SK-MEL-2 102 and UACC-257 91.
Cc1ccc(-n2nc3c(c(C#N)c2=O)CC(c2ccccc2[N+](=O)[O-])C([N+](=O)[O-])=C3O)cc1 (centres undefined) was read as HS 578T 78, BT-549 93, SK-MEL-28 98, MALME-3M 80, UACC-62 78, T-47D 65, SK-MEL-2 99 and UACC-257 94.
O=C(Cn1cc(CN2C(=O)c3ccc([N+](=O)[O-])cc3C2=O)nn1)Nc1ccc(Cl)cc1Cl was read as HS 578T 111, BT-549 99, SK-MEL-28 106, MALME-3M 95, UACC-62 90, T-47D 102, SK-MEL-2 112 and UACC-257 94.
`Cc1c(F)cc(C(N)=O)cc1NCC(=O)Nc1ccc([N+](=O)[O-])cc1` gave HS 578T 88, BT-549 98, SK-MEL-28 103, MALME-3M 109, UACC-62 84, T-47D 102, SK-MEL-2 96 and UACC-257 102.
CCOC(=O)C1=C(C)OC(N)=C(C#N)C1c1cc(=O)oc2ccc(C)cc12 (centres undefined) was read as HS 578T 119, BT-549 85, SK-MEL-28 100, MALME-3M 96, UACC-62 92, T-47D 88, SK-MEL-2 95 and UACC-257 88.
Screening CCCCCCCCCCn1cc[n+](C)c1 returned HS 578T 30, SK-MEL-28 35, MALME-3M 8.9*, UACC-62 31, T-47D 25, SK-MEL-2 13 and UACC-257 -12*.
For Cc1cc(Cl)cc2c1OCN(Cc1ccccc1)C2 the results were HS 578T 90, BT-549 111, SK-MEL-28 112, MALME-3M 105, UACC-62 103, T-47D 91, SK-MEL-2 118 and UACC-257 100.
Screening O=C1c2ccccc2-c2ccc(NC(=O)C(F)(F)F)cc21 returned HS 578T 109, SK-MEL-28 110, MALME-3M 108, UACC-62 103, T-47D 93, SK-MEL-2 102 and UACC-257 106.
For O=C(CN1C(=O)S/C(=C\c2ccccc2)C1=O)Nc1ncc(Cc2ccc(Cl)cc2)s1 the results were HS 578T 97, BT-549 101, SK-MEL-28 107, MALME-3M 96, UACC-62 62, T-47D 102, SK-MEL-2 112 and UACC-257 101.
N#C/C(=C\c1ccc(Cl)cc1Cl)C(N)=O was read as HS 578T 99, BT-549 102, SK-MEL-28 112, MALME-3M 105, UACC-62 97, T-47D 94, SK-MEL-2 106 and UACC-257 109.
`COC(=O)c1nn(-c2ccccc2)c2cnc3nc(-c4ccccc4)cc-3n12` gave HS 578T 97, SK-MEL-28 91, MALME-3M 102, UACC-62 95, T-47D 94, SK-MEL-2 111 and UACC-257 90.

Among those listed so far, these have a nitro group on carbon:
Screening O=C(CN1CCN(c2cc(=O)n(-c3ccccc3)c3ccccc23)CC1)Nc1ccc([N+](=O)[O-])cc1 returned HS 578T 90, BT-549 94, SK-MEL-28 101, MALME-3M 84, UACC-62 63, T-47D 65, SK-MEL-2 101 and UACC-257 90.
For COC(=O)COC(=O)c1cc([N+](=O)[O-])cc([N+](=O)[O-])c1 the results were HS 578T 94, BT-549 106, SK-MEL-28 108, MALME-3M 111, UACC-62 99, T-47D 85, SK-MEL-2 103 and UACC-257 68.
CCOC(=O)C(=Cn1c(=S)[nH]c2ccc([N+](=O)[O-])cc21)C(=O)OCC was read as HS 578T 93, BT-549 115, SK-MEL-28 113, MALME-3M 100, UACC-62 99, T-47D 100, SK-MEL-2 115 and UACC-257 104.
Nc1ccc2c(O)c(N=Nc3ccc([N+](=O)[O-])cc3)c(S(=O)(=O)O)cc2c1 was read as HS 578T 95, BT-549 107, SK-MEL-28 97, MALME-3M 93, UACC-62 95, T-47D 108, SK-MEL-2 103 and UACC-257 107.
Cc1ccc(-n2nc3c(c(C#N)c2=O)CC(c2ccccc2[N+](=O)[O-])C([N+](=O)[O-])=C3O)cc1 (centres undefined) was read as HS 578T 78, BT-549 93, SK-MEL-28 98, MALME-3M 80, UACC-62 78, T-47D 65, SK-MEL-2 99 and UACC-257 94.
O=C(Cn1cc(CN2C(=O)c3ccc([N+](=O)[O-])cc3C2=O)nn1)Nc1ccc(Cl)cc1Cl was read as HS 578T 111, BT-549 99, SK-MEL-28 106, MALME-3M 95, UACC-62 90, T-47D 102, SK-MEL-2 112 and UACC-257 94.
`Cc1c(F)cc(C(N)=O)cc1NCC(=O)Nc1ccc([N+](=O)[O-])cc1` gave HS 578T 88, BT-549 98, SK-MEL-28 103, MALME-3M 109, UACC-62 84, T-47D 102, SK-MEL-2 96 and UACC-257 102.

Screens (PubChem BioAssay)
